Screens from PubChem.
bub3: NCI yeast anticancer drug screen, S. cerevisiae bub3 mutant strain. growth inhibition, % at 50 µM. hit rate 9.9% among 78,000. AID 167;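 also: 0% = growth of vehicle-only cultures of the same strain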
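In this screen, a yeast mutant lacking normal mitotic checkpoint function is challenged with compound. Relative growth versus vehicle gives the inhibition value.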
rad50: NCI yeast anticancer drug screen, S. cerevisiae rad50 strain; % growth inhibition at 50 µM; hit rate 10% among 79,000;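 also: 0% = growth of vehicle-only cultures of the same strain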
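Cells are treated with compound, grown, and their growth is then scored against vehicle-only cultures of the same repair-deficient yeast strain.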
yeast mec2-1: NCI yeast anticancer drug screen, S. cerevisiae mec2-1 strain; hit rate 9% among 79,000; % growth inhibition at 50 µM;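 also: 0% = growth of vehicle-only cultures of the same strain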
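Cells of the genetically defined mec2-1 yeast strain are incubated with test compound. Inhibition of growth is calculated against vehicle-treated controls.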
cln2 rad14: NCI yeast anticancer drug screen, S. cerevisiae cln2 rad14 strain; % growth inhibition at 50 µM; hit rate 8.3% among 78,000; AID 165;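 also: 0% = growth of vehicle-only cultures of the same strain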
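Readout is yeast growth inhibition versus vehicle-treated controls, using a strain with cln2 and rad14 alterations exposed to compound.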
yeast mlh1 rad18: NCI yeast anticancer drug screen, S. cerevisiae mlh1 rad18 strain | hit rate 11% among 79,000 | % growth inhibition at 50 µM | AID 175;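 also: 0% = growth of vehicle-only cultures of the same strain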
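Test agents were incubated with a yeast strain of defined genotype (DNA damage repair defect). Inhibition of growth was derived by comparison with vehicle-exposed cultures.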
sgs1 mgt1: NCI yeast anticancer drug screen, S. cerevisiae sgs1 mgt1 strain; % growth inhibition at 50 µM; hit rate 10% among 78,000; AID 161;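 also: 0% = growth of vehicle-only cultures of the same strain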
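Inhibition of yeast growth, normalised to vehicle-treated controls, is reported for a strain bearing genetic alterations in DNA damage repair.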
* hit, by the source's call. Rule as the data show it: active = growth inhibition above about 70%; inactive = the rest. Not a hit list (roughly 14% active in at least one column).

SMILES	bub3	rad50	yeast mec2-1	cln2 rad14	yeast mlh1 rad18	sgs1 mgt1
CC(C)=CC(=O)O[C@@H]1CC(C)(C)CC2C3=CCC4[C@]56CC[C@](O)(OC5)C(C)(C)C6CC[C@@]4(C)C3(C)CC[C@]21C(=O)O (some centres undefined)	81*	82*	83*	79*	78*	85*
CC(=O)OC1COC([n+]2cccc(C(N)=O)c2)C(OC(C)=O)C1OC(C)=O (centres undefined)	-10	-36	-23	-33	-20	-26
O=C(Nc1ccccc1OS(=O)(=O)c1ccc([N+](=O)[O-])cc1)c1ccccc1	21	4	-16	-25	-9	31
CC=C(c1ccccc1)c1ccccc1	-3	-34	-25	-10	-15	-14
COC(=O)c1ccccc1CC(Cc1ccc2c(c1)CCC2)C(=O)OC (centres undefined)	12	35	17	14	4	30
Nc1cc(C(Br)(Br)Br)nc2ccccc12	-11	17	7	0	32	17
O=c1[nH]cc(NS(=O)(=O)c2ccc([N+](=O)[O-])cc2)c(=O)[nH]1	-14	13	1	2	14	0
NC1=NC(=S)CS1	17	1	-4	-42	9	-12
C/C(=N\Nc1nc2ccccc2s1)c1ccc2c(c1)Sc1ccccc1O2	-2	43	8	22	16	12
CC(=O)Oc1cccc(OC(=O)Nc2cccc(Cl)c2C)c1	36	2	40	-3	14	12
Clc1ccc(C2=NCON=C2c2ccc(Cl)cc2)cc1	91*	88*	90*	89*	-19	91*
Cc1ccc(NC(=O)c2cc(S(=O)(=O)n3cc[nH]c3=O)c(S)cc2Cl)cc1	-5	14	-6	9	34	24
CCC(C)Nc1ccc(NC(=S)Nc2ccc(NC(C)CC)cc2)cc1 (centres undefined)	-4	41	3	-19	20	9
CC(C)N(CCO)CC(O)Cn1cnc2c(N)ncnc21 (centres undefined) (tested in a mixture with another compound)	-5	-38	8	40	43	-16
O=C1NCC/C1=C\c1ccccc1	-7	-7	-11	-8	-15	-5
O=S(=O)(O)c1ccc(N=Nc2ccc(O)c3ncccc23)cc1	-12	6	-2	3	2	-1
COCc1onc(-c2ccc(OC)cc2)c1-c1ccc(OC)cc1	49	8	20	31	31	4
COC(=O)C1(CC(=O)c2cccc3ccccc23)NC(=S)NC(=O)C1C#N (centres undefined)	-1	1	16	-13	-9	-17
NC(=O)/C(=N/O)c1ccccc1	-1	-2	13	1	-8	2
Cc1ccc(C)c2c(Cl)c3c(C)ccc(C)c3nc12	-10	-8	-5	-29	7	0
COC(=O)CC1(O)c2ccc3ccccc3c2CCC1(C)C(=O)OC (centres undefined)	21	-4	2	-34	7	-2
O=S(=O)(O)c1ccc(N=Nc2ccccc2)cc1	-15	-4	-30	61	-9	-28
O=C(NCCCCCNC(=O)C12CC3CC(CC(C3)C1)C2)C12CC3CC(CC(C3)C1)C2	2	6	28	40	4	-5
CC1COCOC1c1ccc2c(c1)OCO2 (centres undefined)	-9	18	4	9	-16	6
CCOC(=O)N/N=C(\Cc1ccccc1)OCC	15	16	13	14	39	8
Nc1ccc(/C=C/c2ccc3cccnc3c2)cc1	93*	11	2	-7	33	46
Cc1ccc2c(c1)-c1oc(=O)c(C(N)=O)cc1C(C)O2 (centres undefined)	-41	-3	-8	-45	4	1
Nc1nc(N)nc(C(c2ccccc2)c2ccccc2)n1	20	2	8	4	11	8
Nc1nc(SSc2nc(N)nc3c2ncn3C2OC(CO)C(O)C2O)c2ncn(C3OC(CO)C(O)C3O)c2n1 (centres undefined)	9	1	-6	-34	-1	4
CC(C)(C)n1nc(C2CC2)cc1NC(=O)Nc1ccc(Cl)cc1	-3	-1	-8	9	2	-9
NC(N)=NCCC[C@H]1NC(=O)[C@@H](CCC(=O)O)NC(=O)[C@@H](CC(=O)O)NC(=O)[C@@H](CCC(=O)O)NC(=O)[C@H](Cc2c[nH]c3ccccc23)NC1=O	-11	9	-9	-5	-21	-22
CC(=O)Oc1cc(O)oc(=O)c1	11	33	-15	19	13	21
CC(=O)OCCOCNC(=S)N/N=C/c1ccc2ccccc2n1	-3	0	-19	16	-19	5
CC(C)Cc1cc(O)cc2ccccc12	98*	99*	99*	98*	99*	99*
Cc1cc(C(N)=O)cc(C)c1C(=O)O	-7	-7	0	10	-7	-4
CC(=O)C(C(=N)C#N)C(=O)Nc1ccccc1 (centres undefined)	-44	-7	-35	34	-15	-23
OCCOc1ccc(Cl)cc1Cl	-1	-6	-32	-3	9	-18
CC(Br)Cc1ccc2c(c1)OCO2 (centres undefined)	-28	1	44	-4	-12	20
O=S(=O)(O)C(O)c1cccnc1 (centres undefined)	-9	-41	-45	-8	-48	-17
CCN(CC)CCCC(C)=O	13	9	22	19	3	28

Three entries out of the list, arranged by molar mass, highest first:
SMILES	bub3	rad50	yeast mec2-1	cln2 rad14	yeast mlh1 rad18	sgs1 mgt1
NC(N)=NCCC[C@H]1NC(=O)[C@@H](CCC(=O)O)NC(=O)[C@@H](CC(=O)O)NC(=O)[C@@H](CCC(=O)O)NC(=O)[C@H](Cc2c[nH]c3ccccc23)NC1=O	-11	9	-9	-5	-21	-22
CC(Br)Cc1ccc2c(c1)OCO2 (centres undefined)	-28	1	44	-4	-12	20
CC(C)Cc1cc(O)cc2ccccc12	98*	99*	99*	98*	99*	99*

(more compounds)
SMILES	bub3	rad50	yeast mec2-1	cln2 rad14	yeast mlh1 rad18	sgs1 mgt1
Cc1cc2c(=O)cc(-c3ccccc3Cl)oc2c(C(=O)O)c1C	-3	-3	-10	8	-19	-4
CCOc1ccc(-c2cc(-c3ccc(OCC)cc3)cc(-c3ccc(OCC)cc3)c2)cc1	-5	-2	-10	-7	-3	1
CNCCCn1c2ccccc2c2c3c(c(-c4ccsc4)cc21)C(=O)NC3=O	-8	-2	-9	-4	-41	-20
C=CC(C)Cc1ccccc1 (centres undefined)	32	2	1	24	25	8
C[C@H](CCC1=NCCN1)[C@H]1CC[C@H]2[C@@H]3CC[C@@H]4C[C@H](O)CC[C@]4(C)[C@H]3C[C@H](O)[C@]12C	91*	91*	93*	88*	91*	90*
CCOC(=O)C1=NN(c2ccccc2)C(=O)/C1=C\N1C(=O)/C(=C/c2cccc(O)c2)SC1=S	3	7	2	60	-5	3
CC(C)CC(=O)CC(=O)C(C)(C)C.CC(C)CC(=O)CC(=O)C(C)(C)C.CC(C)CC(=O)CC(=O)C(C)(C)C.CC(C)CC(=O)CC(=O)C(C)(C)C.[Ce]	3	3	19	-16	47	55
C/C=C/C(C#N)O[Si](C)(C)C (centres undefined)	-3	9	23	-2	-15	11
Cn1cnc2cc(NCCO)c([N+](=O)[O-])cc2c1=O	24	11	19	11	24	4
CCOC(=O)C1=C(O)c2ccccc2C(=O)C1=O	13	7	4	11	9	22

Whole records as entered above. Order of screens: bub3	rad50	yeast mec2-1	cln2 rad14	yeast mlh1 rad18	sgs1 mgt1
`C[C@H](CCC1=NCCN1)[C@H]1CC[C@H]2[C@@H]3CC[C@@H]4C[C@H](O)CC[C@]4(C)[C@H]3C[C@H](O)[C@]12C` in the list: 91*	91*	93*	88*	91*	90*
`Cn1cnc2cc(NCCO)c([N+](=O)[O-])cc2c1=O` in the list: 24	11	19	11	24	4
`CCOC(=O)C1=C(O)c2ccccc2C(=O)C1=O` in the list: 13	7	4	11	9	22
`C/C=C/C(C#N)O[Si](C)(C)C` (centres undefined) in the list: -3	9	23	-2	-15	11
`CCOc1ccc(-c2cc(-c3ccc(OCC)cc3)cc(-c3ccc(OCC)cc3)c2)cc1` in the list: -5	-2	-10	-7	-3	1

Later entries.
SMILES	bub3	rad50	yeast mec2-1	cln2 rad14	yeast mlh1 rad18	sgs1 mgt1
CC(O)CN1c2ccccc2Sc2ccccc21 (centres undefined)	-14	-17	-14	-18	8	-13
O=C(O)Cc1ccc(Oc2ccc(CC(=O)O)cc2)cc1	-9	-4	-10	-49	1	2
CC(C)CCCC(C)C1CCC2C3CC=C4C(C)(C)C(OC(=O)c5ccccc5)CCC4(C)C3CCC12C (centres undefined)	6	14	-7	-4	-1	-4
CCOC(=O)C(C)=P(c1ccccc1)(c1ccccc1)c1ccccc1	-1	-2	-6	-39	-11	-1
CCOc1ccc(N=Nc2ccc3oc(=O)c(C(=O)Nc4ccc(OC)cc4)cc3c2)cc1	1	11	6	-22	12	-18
O=C(O)c1ccc(-c2nn[nH]n2)cc1	-19	-1	-10	-12	-15	-4
O=S(O)c1cc(Cl)c(O)c(Cl)c1	-5	-7	1	-38	-3	-7
CCCOc1ccc(N2C(=O)C(C)CNC2=S)cc1 (centres undefined)	-8	-3	-3	4	3	0
Cn1c(=O)c2c(ncn2CCNC(c2ccccc2)c2cccnc2)n(C)c1=O (centres undefined)	-2	17	-15	21	21	-1
CCSC(SCC)C(OC(=O)c1ccccc1)C(OC(=O)c1ccccc1)C(COC(=O)c1ccccc1)OC(=O)c1ccccc1 (centres undefined)	1	12	10	-3	30	-17
CCCCC1C2C(S(=O)(=O)c3ccccc3)=NOC2C=CN1C(C)=O (centres undefined)	3	-6	-9	8	10	2
Cc1ccc2c(c1)nc1n2C(N)=Nc2ccccc2S1	75*	65	45	38	57	69
CCC[CH2][Sn]([CH2]CCC)([O]C(=O)c1c(F)cccc1F)[O]C(=O)c1c(F)cccc1F	84*	89*	90*	87*	84*	87*
CCC(COC(=O)c1ccc(N)cc1)NC(CC(C)C)CC(C)C (centres undefined)	5	29	12	11	19	4
O=[N+]([O-])c1ccc(O)c(S(=O)(=O)O)c1	0	9	-21	16	4	8
O=C(O)c1ccc2ccccc2c1C(=O)c1cccs1	-17	-4	-24	1	15	-2
CC(O)C(O)C(O)C(O)C(O)C(=O)O (centres undefined)	46	18	11	2	-11	-9
CNC(=O)c1ccccc1CC(O)c1ccccc1 (centres undefined)	1	-8	1	7	9	5
COc1ccc2c(c1)OC(C)(C)c1c-2n(C)c2c(F)cccc2c1=O	5	15	9	14	30	16
COc1ccc(Cl)cc1C(O)CN1CCCCC1 (centres undefined)	0	-8	-12	-38	-6	-11
CCOC(=O)c1c(-c2cccc3ccccc23)c(C#N)c(=S)n(C2OC(COC(C)=O)C(OC(C)=O)C(OC(C)=O)C2OC(C)=O)c1C (centres undefined)	-12	-17	-2	-1	-22	-24
Cc1ccc2ccc(=O)oc2c1	14	8	1	7	7	3
C=C1C(C2(C)C=CC(=O)OC3(C)COC(=O)CC32)C(OC=O)C(OC(=O)C(O)C(C)CC)C2(C)C(c3ccoc3)CC(OC(C)=O)C12O (centres undefined)	16	8	-5	0	-21	-5
CC(=Nc1cccc2ccccc12)c1c(O)cc(C)oc1=O	16	20	12	21	14	15
CC1CC(c2ccccc2)CC(C)N1c1ccc2ccccc2c1 (centres undefined)	94*	78*	69	36	93*	77*
O=C1NC(=S)S/C1=C\c1ccc(O)cc1	-11	-15	-11	-3	13	6
NS(=O)(=O)c1ccc(N=C2C=CC(=O)C=C2)cc1	-4	14	4	-36	-4	0
CN1CCCC(S)C1 (centres undefined)	3	3	-5	-11	-1	-1
O=C(O)Cc1cc(Cl)ccc1O	15	23	-19	56	-17	-18
CC(C)(C)C1CCC2(CC1)CC(=O)N(c1nccs1)C(=O)C2	6	5	9	6	7	8
CC(C)(C)CC(C)(O)C(=O)O (centres undefined)	-14	7	-19	-1	-4	-16
CC(C)C(C)(C(=O)O)C(C)C	-6	14	2	67	3	6
COC(=O)c1cc(=O)n(C)[nH]1	7	-1	5	-58	-1	1
O=C(O)c1cc2ccccc2c2ccccc12	2	58	-2	-30	56	23
Cc1c/c(=N/NC(=O)c2ccncc2)n2nc(N)sc2n1	15	-10	-5	-7	-49	1
C=CCC(C)C(=O)NNC(=O)C(C)CC=C (centres undefined)	-12	-12	-9	-13	12	-2
CCC[CH2][Ge]([Cl])([Cl])[CH2]CCC	41	29	31	15	33	31
CC(=O)SC1CS(=O)(=O)CC1SC(C)=O (centres undefined)	45	61	53	40	64	59
O=C(Oc1c(O)c2ccccc2c2ccccc12)c1ccccc1	33	33	22	16	-2	27
O=C(/C=C/c1ccco1)c1ccco1	1	25	18	-2	7	2
O=NN(CCN(N=O)c1ccccc1)c1ccccc1	-3	-6	15	-4	-4	0
CC[n+]1csc(-c2ccccc2)n1	24	11	21	45	17	5
CN(Cc1ccccc1)C(=O)c1ccc(C(=O)N(C)Cc2ccccc2)cc1	35	2	-2	-4	40	19
CCN1c2ccccc2SC1CC1=C(O)C(CC2Sc3ccccc3N2CC)=C1O (centres undefined)	-10	-1	-24	11	-4	-13
Cc1ccc(C(C)C)cc1OCCOCCCl	-1	-2	13	-148	11	-5
COc1ccc(C2=Nc3cc(C)c(C)cc3NC(c3ccccc3)C2)cc1 (centres undefined)	75*	43	70	10	51	67
N/C(=N\O)C(=O)c1ccccc1	2	10	-13	-5	4	-6
CC(=O)OC(C)C(=O)OCCOc1ccccc1 (centres undefined)	-7	9	-12	-37	-4	14
COc1cc(/C=C/c2cccs2)oc(=O)c1	-13	7	5	-8	6	3

3 compounds from above, limited to sgs1 mgt1:
Structure,sgs1 mgt1
CC(O)CN1c2ccccc2Sc2ccccc21 (centres undefined),-13
CC(Br)Cc1ccc2c(c1)OCO2 (centres undefined),20
NS(=O)(=O)c1ccc(N=C2C=CC(=O)C=C2)cc1,0
